# DENV2 CPE – inhibitors of DENV2 cytopathic effect, primary screen, cell-based, plate reader, single concentration. DENV2-infected cells, cytopathic effect rescue. CPE inhibition, % at 9.99 µM. hit rate 1.7% among 350,000. AID 651640, 2012; in the data active = CPE inhibition above about 20%, passing the limit was not always enough; inconclusive = no clear call, values can overlap the other calls; tested in BHK-21 cells;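 note: 0% = median of neutral control wells and 100% = median of positive control wells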
# ERp5 block – inhibitors of ERp5-driven insulin aggregation, primary screen, biochemical, turbidity, absorbance 650 nm, single point | AID 651711, 2012 | hit rate 0.05% among 350,000 | 90 min | inhibition, % at 9.99 µM;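 active = mean replicate inhibition above about 25%, with every replicate also reaching it, limit read from the data, passing the limit was not always enough; inconclusive = only one of those two criteria met; inactive = neither criterion met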
# Target sequence (Q15084 whole entry, looked up): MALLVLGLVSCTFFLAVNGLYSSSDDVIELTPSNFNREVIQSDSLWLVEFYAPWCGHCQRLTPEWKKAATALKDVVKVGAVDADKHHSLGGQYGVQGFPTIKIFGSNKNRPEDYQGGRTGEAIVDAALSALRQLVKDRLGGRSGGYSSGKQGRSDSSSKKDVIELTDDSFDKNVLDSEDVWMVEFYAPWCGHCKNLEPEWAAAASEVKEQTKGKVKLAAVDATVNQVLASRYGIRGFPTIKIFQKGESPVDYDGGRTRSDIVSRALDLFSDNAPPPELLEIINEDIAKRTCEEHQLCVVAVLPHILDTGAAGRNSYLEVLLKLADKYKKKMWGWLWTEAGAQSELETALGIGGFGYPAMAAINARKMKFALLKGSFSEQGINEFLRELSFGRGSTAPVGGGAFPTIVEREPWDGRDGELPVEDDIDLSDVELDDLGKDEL
# XiGFP reactiv – activators of inactive X chromosome reactivation, primary screen, imaging, XiGFP fibroblasts, GFP high-content imaging, set 2. XiGFP mouse fibroblasts, % GFP-positive cells imaging, 3 d; cells co-treated with 5-aza-dC sensitizer; scaled so ellipticine positive control = 100%. activation, % at 7.58 µM. hit rate 0.055% among 360,000;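 active = mean normalized replicate activation at least 10% and every replicate at or above 10%; inconclusive = only one of the two criteria met; inactive = mean below 10% and not all replicates reach 10%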;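 note: 0% = median of on-plate neutral control wells and 100% = ellipticine 6 µM median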
#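 System: SV40-immortalized XiGFP fibroblast cells, line 68-5-11 / Incubation: 3-day compound exposure, then 15 min fixation at room temperature / Compound: single concentration per compound, delivered by pin transfer / Buffer or medium: DMEM plus 5-aza-dC sensitizer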
# PAX8 inh HTS – inhibitors of PAX8-driven TPO luciferase reporter, primary screen, RMG-I cells, single concentration; SteadyGlo, 24 h; AID 652154, 2013; inhibition, % at 12.6 µM; hit rate 1.2% among 360,000;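 active = mean replicate inhibition at least 60% with every replicate also reaching 60%; inconclusive = only one of the two criteria is met; inactive = mean below 60% and not all replicates reaching 60%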;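 note: luciferase light reporting Pax8 driven TPO promoter activity; plate controls were median of neutral control wells for no effect and mitoxantrone controls for full effect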
# EWS-Fli block – EWS/Fli-driven NR0B1 reporter inhibitors, primary screen, A673 cells, NR0B1 luciferase, luminescence, MLPCN library; viability-normalised; inhibition, % at 12.6 µM; hit rate 0.67% among 350,000; AID 651661, 2012;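 active = mean inhibition of at least 50% after viability correction, with every replicate also passing that limit; inconclusive = mean reaches 50% but only one of two replicates passes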;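 note: firefly luciferase signal divided by Alamar Blue viability fluorescence both relative to DMSO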
# GSIS activator – GLuc luminescence reporter in INS-1E cells, primary screen for activators of glucose-dependent secretion of insulin. INS-1E GLuc reporter insulin secretion, 2-3 h. AID 743287, 2014. activation, % at 16.6 µM. hit rate 0.61% among 370,000;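 active = lowest replicate activation of at least 40%, so every replicate reaches that level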;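 note: 0% = median of neutral control wells and 100% = median of IBMX positive control wells; some compounds called inactive have numbers as strong as hits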
# CFTR F508del cor – F508del CFTR correction, initial screen, CFBE line, single point; CFBE cells, YFP halide quenching; stimulated with forskolin plus potentiator P3; % fluorescence drop versus neutral controls; activity (quench increase), % at 7.58 µM; hit rate 0.36% among 350,000;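 active = mean added fluorescence quench of at least 8% versus neutral control, with both replicates also reaching 8%; inconclusive = only one of the mean or replicate conditions met; inactive = mean below 8% and not both replicates reaching 8%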;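 note: cells transiently co-express mutant CFTR-F508del with the halide-sensitive YFP; corrector assay measuring rescue of mutant channel to the surface after 24 h compound exposure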
# ARNT TACC3 PPI – disruptors of ARNT/TACC3 protein interaction, primary screen, biochemical, AlphaScreen, single concentration. AlphaScreen His-ARNT PAS-B/GST-TACC3 binding, luminescence; TACC3 fragment carries E629A point mutation. inhibition, % at 9.99 µM. AID 623870, 2012. hit rate 0.66% among 390,000. Transforming acidic coiled-coil-containing protein 3 (Homo sapiens), Q9Y6A5;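 active = mean inhibition of replicates at least 50% and at least half of replicates each reaching 50%; inconclusive = half or more replicates reach 50% but mean below 50%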;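 note: 0% = complete ARNT plus TACC3 wells and 100% = ARNT alone without TACC3; many hits fall short of the cut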
# * hit, by the source's call; ? = inconclusive; . = not tested or not shown.
SMILES,DENV2 CPE,ERp5 block,XiGFP reactiv,PAX8 inh HTS,EWS-Fli block,GSIS activator,CFTR F508del cor,ARNT TACC3 PPI
O=C(NCC1CC1)[C@H]1[C@H](CO)[C@H]2Cn3c(cccc3=O)[C@@H]1N2C(=O)c1ccc(F)cc1,4.2,2.4,0.5,-9.9,-0.9,7.5,0.6,-4.5
Cc1cccc(COc2ccc(S(=O)(=O)N3CCOCC3)cc2[N+](=O)[O-])c1,2.3,-2.3,0.1,-3.7,11.9,-9.7,-0.9,.
CCC(=O)Nc1ccc2c(c1)C(=O)N(C)[C@H]1CC[C@@H](CC(=O)NCc3ccccc3Cl)O[C@H]1CO2,.,6.2,0.9,-4.3,2.4,-10.4,-0.8,-14.4
CN1C(=O)[C@H]2[C@@H](c3ccc(C(F)(F)F)cc3)N[C@]3(CCCN(Cc4ccc(Br)cc4)C3=O)[C@H]2C1=O,?,-2.9,0.3,2.0,13.8,.,0.6,.
CCn1c(-c2cc(C3CC3)nc3ccccc23)n[nH]c1=S,2.1,3.7,0.1,-3.7,3.0,14.9,.,4.7
C/C=C/c1ccc2c(c1)O[C@H](CN(C)C(=O)C1CC1)[C@@H](C)CN([C@@H](C)CO)S2(=O)=O,.,.,-0.2,.,-1.4,-4.5,0.0,.
CCOC(=O)N[C@@H](Cc1cccnc1)C(=O)N1CCC[C@H]1C(=O)NC1CCCC1,-2.6,7.4,0.3,-3.7,1.6,-10.4,1.1,.
CCCCOc1ccc(C2(C)NC(=O)NC2=O)cc1 (configuration not stated),3.5,-3.6,0.0,18.0,19.9,-7.5,-0.8,-14.3
C[C@@H]1CN([C@@H](C)CO)C(=O)c2cc(NS(=O)(=O)c3ccc(F)cc3)ccc2O[C@@H](C)CCCCO[C@@H]1CN(C)Cc1ccc2c(c1)OCO2,0.6,5.0,0.0,16.9,3.0,-26.7,1.9,6.1
CC=Cc1ccc2n(c1=O)C[C@@H]1[C@@H](CO)[C@H](C(=O)NCC3CCCCC3)[C@H]2N1C(C)=O (mixture of isomers),-3.3,-3.4,0.3,-4.6,8.5,0.1,.,-4.7
C(=C\c1ccncc1)/c1ccncc1,3.5,6.0,0.2,10.4,4.7,5.7,2.9,3.9
Cc1noc(C)c1S(=O)(=O)N1CCCCC1c1cc(C(=O)Nc2cccc3c2CCCC3)no1 (configuration not stated),?,-3.6,0.0,8.5,-11.9,-18.3,-2.7,.
CCOC(=O)CNC(=O)CSc1nc(-c2cccc(C)c2)ns1,0.0,5.9,0.0,-7.1,-5.1,10.9,-4.3,-13.3
CC1CCCCN1CCNC(=O)c1cc2c(-c3ccccc3F)nn(C)c2s1 (configuration not stated),?,-2.5,0.4,26.8,0.1,27.8,1.7,6.3
COc1ccc(/C=C/C(=O)NCCC(=O)N2CCCN(C)CC2)cc1,-1.5,1.8,0.1,-10.7,8.0,20.4,-2.4,-15.2
Cc1cccc(NC(=S)N2CCC(NC(=O)c3ccco3)CC2)c1,4.0,0.3,0.1,-0.3,3.8,4.8,1.7,-2.9
Cc1ccc(NC(=O)c2ccc3nc(N4CCOCC4)sc3c2)c(Cl)c1,-3.5,-8.8,0.2,-55.8,-41.1,-7.5,-0.9,-4.5
Cc1ccc(C(=O)NCC(=O)OC(C)C(=O)NC2CCCc3ccccc32)cc1 (configuration not stated),?,1.9,0.6,0.9,-2.9,21.6,-0.9,22.4
C[C@@H]1CCCCO[C@@H](CN(C)Cc2ccc3c(c2)OCO3)[C@H](C)CN([C@H](C)CO)C(=O)c2cc(NS(=O)(=O)c3cn(C)cn3)ccc2O1,-1.8,.,0.1,12.4,-10.8,-4.9,0.4,-4.2
O=C(OCC(=O)N1CCc2ccccc21)c1nc(Cl)ccc1Cl,5.3,-2.6,0.0,8.1,12.3,8.4,-0.4,-3.3
COc1ccc2c3c([nH]c2c1)[C@H](CO)N(C(=O)C1CCCCC1)CC31CN(C(=O)NC(C)C)C1,-7.4,4.7,0.3,-2.2,-14.7,0.1,-0.4,.
NC(=O)c1ccsc1NC(=O)COC(=O)/C=C/c1ccc([N+](=O)[O-])cc1,-2.6,?,-0.3,-9.3,4.8,4.4,0.3,5.3
COc1cc(CN2CCN(Cc3ccc(C)cc3)C(CCO)C2)cc(OC)c1O (configuration not stated),.,2.7,0.0,7.1,4.3,3.0,1.3,-4.6
CN(C)C(=O)c1ccc(-c2ccc([C@H]3[C@@H](C#N)N(C(=O)C4CCC4)[C@H]3CO)cc2)cc1,-0.5,-7.1,0.2,0.5,22.3,2.0,-4.7,0.8
COc1cc(OC)nc(Oc2cc(/C=N/O)ccc2OC)n1,-0.4,-4.1,0.2,12.8,21.0,-0.2,-0.9,-4.4

# Single records (already shown). Screens in order: DENV2 CPE | ERp5 block | XiGFP reactiv | PAX8 inh HTS | EWS-Fli block | GSIS activator | CFTR F508del cor | ARNT TACC3 PPI
# Results for Cc1ccc(NC(=O)c2ccc3nc(N4CCOCC4)sc3c2)c(Cl)c1 = -3.5 | -8.8 | 0.2 | -55.8 | -41.1 | -7.5 | -0.9 | -4.5
# Results for CC1CCCCN1CCNC(=O)c1cc2c(-c3ccccc3F)nn(C)c2s1 (configuration not stated) = ? | -2.5 | 0.4 | 26.8 | 0.1 | 27.8 | 1.7 | 6.3
# Results for Cc1noc(C)c1S(=O)(=O)N1CCCCC1c1cc(C(=O)Nc2cccc3c2CCCC3)no1 (configuration not stated) = ? | -3.6 | 0.0 | 8.5 | -11.9 | -18.3 | -2.7 | .
# Results for CC=Cc1ccc2n(c1=O)C[C@@H]1[C@@H](CO)[C@H](C(=O)NCC3CCCCC3)[C@H]2N1C(C)=O (mixture of isomers) = -3.3 | -3.4 | 0.3 | -4.6 | 8.5 | 0.1 | . | -4.7
# Results for C[C@@H]1CN([C@@H](C)CO)C(=O)c2cc(NS(=O)(=O)c3ccc(F)cc3)ccc2O[C@@H](C)CCCCO[C@@H]1CN(C)Cc1ccc2c(c1)OCO2 = 0.6 | 5.0 | 0.0 | 16.9 | 3.0 | -26.7 | 1.9 | 6.1

# Next structures.
SMILES,DENV2 CPE,ERp5 block,XiGFP reactiv,PAX8 inh HTS,EWS-Fli block,GSIS activator,CFTR F508del cor,ARNT TACC3 PPI
COc1ccccc1NC(=O)C(NC(=O)c1ccc(C)cc1)c1ccccc1 (configuration not stated),11.3,0.3,-0.1,-9.7,7.6,-9.6,-1.0,-14.7
O=S(=O)(Cc1ccccc1)N1CCCCN2[C@H](CO)[C@@H](c3ccc(-c4cncnc4)cc3)[C@H]2C1,-3.0,-5.7,0.0,8.7,-5.1,10.0,-3.5,-26.8
CN(C)S(=O)(=O)c1cccc(NC(=S)NC(=O)C2CCCCC2)c1,0.2,-2.9,0.0,-36.7,-25.6,-10.4,.,-4.3
O=C(NC1CCN(C(=O)Nc2cccc(Cl)c2)CC1)c1ccccc1,-3.5,-5.4,0.4,1.1,5.0,33.5,0.8,-1.1
CCNc1nc(NCC)n2c(SC(C)C(=O)c3ccc(C)cc3)nnc2n1 (configuration not stated),.,-1.6,-0.1,25.9,1.2,0.9,.,-6.1
Cc1ccc(/C=C2\C(=N)N3N=C(CC(=O)N4CCOCC4)SC3=NC2=O)o1,3.1,-1.8,0.1,-2.8,0.6,-11.9,1.4,-4.4
CCc1ccc(CN(C)C(=O)C2=CC=CN3CCS(=O)(=O)N=C23)cc1,3.4,-2.8,0.3,-1.9,-8.3,38.1,-3.1,-2.0
CC(C)CCNC(=O)C(C)N(Cc1ccc(F)cc1)C(=O)c1ccc(CN2CCOCC2)o1 (configuration not stated),7.0,-1.1,-0.1,7.1,-0.7,6.5,0.0,1.1
CC(=O)Nc1ccc2nc(NC(=O)COc3cccc(C)c3)sc2c1,5.4,0.4,0.0,2.0,6.1,0.1,0.5,-0.5
Cc1cc(C)c2nc(SCC(=O)Nc3cc(C)on3)c(C#N)cc2c1,-2.0,-0.4,0.0,9.4,-11.5,0.9,0.2,7.4
CO[C@H]1CN(C)C(=O)c2cc(NC(=O)C3CC3)ccc2OC[C@@H](C)N(C(=O)NC(C)C)C[C@H]1C,2.1,6.9,-0.3,1.0,6.2,3.8,0.9,7.1
C[C@@H]1CN([C@H](C)CO)S(=O)(=O)c2ccc(-c3ccncc3)cc2O[C@H]1CN(C)Cc1ccc(Oc2ccccc2)cc1,-5.6,3.7,-0.1,.,47.7,-18.3,1.2,-2.2
CNC(=O)c1nnc(Cc2ccc(F)cc2)o1,6.6,-2.4,0.0,-10.9,-15.8,5.0,2.1,-7.4
CCN1CCN(c2ccc(S(=O)(=O)N3CCCCC3)cc2NC(=O)Cc2c(F)cccc2Cl)CC1,?,1.2,0.0,17.0,.,4.4,0.1,2.3
COc1ccc(N2C(=O)CC(N3CCN(S(=O)(=O)c4ccc(Cl)cc4)CC3)C2=O)cc1 (configuration not stated),4.3,3.7,0.0,2.3,4.2,-23.5,-1.7,-1.7
O=C(CN1CCN(c2ccccc2O)CC1)NCCCc1ccccc1,-2.2,2.9,0.0,11.9,4.6,-12.0,-2.6,6.4
Cc1nnc(SCC(=O)N2CC(C)OC(C)C2)n1-c1ccccc1 (configuration not stated),9.0,1.2,0.2,-3.5,1.5,1.4,-0.1,-2.4
O=C(O)C1CCN(S(=O)(=O)c2ccc(N3CCC(O)CC3)c([N+](=O)[O-])c2)CC1,-0.4,3.6,0.1,-16.4,.,12.0,-0.5,0.3
Cc1cccc(NC(=O)COC(=O)CSc2ccccc2)c1C,-1.9,0.0,0.2,-12.4,-5.6,.,-0.4,-2.0
COc1ccc(S(=O)(=O)N(C)C[C@@H]2Oc3ccc(NC(=O)Nc4ccc(C(F)(F)F)cc4)cc3CC(=O)N([C@@H](C)CO)C[C@@H]2C)cc1,-5.3,5.5,1.1,65.9*,45.6,-10.2,-1.0,-1.2
COC(=O)Cn1cc(/C=N/NC(=O)COc2cccc3cccnc23)c2ccccc21,-3.3,-0.4,0.0,19.7,-3.9,-3.2,.,-0.8
CC(C)NC(=O)Nc1ccc2c(c1)C(=O)N([C@@H](C)CO)C[C@@H](C)[C@H](CN(C)C(=O)NC(C)C)OCCCC[C@H](C)O2,-5.0,4.3,0.1,7.6,.,15.1,-1.3,-5.0
COP(=O)(OC)OC(C(=O)c1ccccc1)c1ccccc1 (configuration not stated),-4.1,0.4,0.2,1.6,-1.5,.,1.6,.
Cc1noc(C)c1S(=O)(=O)Nc1ccc2c(c1)C(=O)N([C@@H](C)CO)C[C@H](C)[C@H](CN(C)C(=O)Nc1ccccc1)OCCCC[C@H](C)O2,-5.6,0.4,0.0,0.5,-1.2,-16.9,0.1,-4.6
CCOC(=O)c1cnc2c(Cl)cccc2c1NCCCN1CCOCC1,5.2,-2.4,0.2,22.9,-4.3,11.6,-0.2,-4.0
COc1ccccc1NCN1C(=O)CCC1=O,5.3,0.1,0.1,-21.3,-4.1,10.8,-0.4,-5.2
CCCn1c(C)cc(C(=O)CN2C(=O)NC3(CCCCCC3)C2=O)c1C,?,-0.7,0.0,-133.5,-59.4,.,1.6,.
O=C(C[C@H]1C[C@@H]2c3cc(NC(=O)c4cccnc4)ccc3O[C@@H]2[C@@H](CO)O1)NCCN1CCCCC1,-1.0,-1.3,0.2,-0.2,0.9,1.1,-0.5,-2.9

# Hits appear at their usual frequency; 4.2% or so of the library scored in one or more.
